Phagocytosis inh: inhibitors of macrophage phagocytosis; J774A.1 macrophage IgG-bead phagocytosis, imaging; inhibition, % at 5 µM; 0.07% of 110,000 active;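 active = inhibition above the mean of the plate negative controls plus 5 SD, cut at about 13% in these data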;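 also: phagocytic index as fraction of beads internalized from green versus red external bead signal; plate controls were DMSO negative control for no effect and cytochalasin-D positive control for full effect; some results beyond the cut were filed as inactive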
Measles CPE: protection of cells from measles virus | Measles virus-infected cells, CPE protection, absorbance | protection (pct of control), % at 4 µM | 1.5% of 140,000 active | AID 841; in the data active = protection mostly above about 24%, no sharp cut-off; inactive = mostly below about 26%; also: some compounds called inactive have numbers as strong as hits
MRP-1 activ: activators of MRP-1; H69AR cells + doxorubicin, viability rescue, CellTiter-Glo; viability increase, % at 10 µM; 0.61% of 140,000 active; AID 799;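 active = viability gain under doxorubicin at or above a set limit, the compound median plus 3 SD, cut at about 4.7% in these data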;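 also: MRP-1 overexpressing cells given doxorubicin 25 µM after compound pretreatment; 18-22 h compound pretreatment then 72 h with doxorubicin before readout; 0% = doxorubicin-only wells and 100% = vehicle-treated cells without doxorubicin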
PTEN del growth: growth suppressors of cells with PTEN tumor suppressor deletion; HCT116 PTEN-null viability, CellTiter-Glo, 60 h; active compounds read low; 1.2% of 140,000 active; viability, % at 10 µM; AID 827;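 active = viability at or below a set limit, 4 SD under the median of all tested compounds, cut at about 3.7% in these data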;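 also: PTEN knockout HCT116 line with beta catenin targeted HCT116 as companion control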
E-sel TNF inh: blocks E-selectin expression induced by TNF alpha. HUVEC TNFa-induced E-selectin immunofluorescence, high content. AID 1246. 0.71% of 120,000 active. inhibition, % at 2 µM;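 active = inhibition above the batch mean plus 3 SD, and confirmed as a hit on visual image review, cut at about 43% in these data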;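 also: 0% = TNF-stimulated DMSO wells and 100% = unstimulated control wells; not every result past the cut was called active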
BB579 growth dn: yeast BB579 growth reduction in restrictive medium. S. cerevisiae BB579 growth, OD615, 48 h. inhibition, % at 10 µM. 0.51% of 140,000 active. AID 804;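 active = inhibition above a set limit, 3 SD over the mean compound inhibition, cut at about 44% in these data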; also: inactives centre near -24
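controls = amphotericin B 10 µg/mL, positive | assay system = DeaD yeast strain BB579 | schedule = 48 h compound exposure at 30 °C after 4 h preincubation | detection = OD615 turbidity measurement | medium = restrictive CSMM-D medium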
HCT116 bCat-KO: beta-catenin-lacking colon tumor cell growth suppression. HCT116 beta-catenin knockout viability, CellTiter-Glo, 60 h; active compounds read low. viability, % at 10 µM. 1.5% of 140,000 active;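 active = viability at or under a set limit, the compound median less 4 SD, cut at about 6% in these data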;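 also: 0% = Hyamine 1622 control at 20 µM and 100% = untreated cell control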
Yeast lifespan up: yeast lifespan extension. S. cerevisiae growth with nicotinamide, OD615; deaD strain in restrictive glucose medium. inhibition of the nicotinamide effect, % at 10 µM. 0.68% of 130,000 active. AID 775;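 active = inhibition above a set limit, placed 3 SD over the median of all compounds, cut at about 26% in these data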;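 also: 0% = nicotinamide-treated wells and 100% = cells grown without nicotinamide; some compounds called inactive have numbers as strong as hits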
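assay system = DeaD-strain S. cerevisiae | measured by = absorbance at 615 nm | probe or stimulus = nicotinamide 1.5 mM | buffer or medium = CSMM-D glucose medium, restrictive | times = 48 h at 30 °C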
GALR2 antag: GALR2 (human) receptor antagonism. inhibition, % at 4 µM. AID 828. 0.39% of 140,000 active. GALR2-expressing cells, antagonist mode; in the data active = inhibition above about 27%;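 also: cells stimulated with galanin 1-16 at roughly its EC80; 0% = agonist challenge control and 100% = basal control without agonist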
Target sequence (O43603 whole entry, looked up): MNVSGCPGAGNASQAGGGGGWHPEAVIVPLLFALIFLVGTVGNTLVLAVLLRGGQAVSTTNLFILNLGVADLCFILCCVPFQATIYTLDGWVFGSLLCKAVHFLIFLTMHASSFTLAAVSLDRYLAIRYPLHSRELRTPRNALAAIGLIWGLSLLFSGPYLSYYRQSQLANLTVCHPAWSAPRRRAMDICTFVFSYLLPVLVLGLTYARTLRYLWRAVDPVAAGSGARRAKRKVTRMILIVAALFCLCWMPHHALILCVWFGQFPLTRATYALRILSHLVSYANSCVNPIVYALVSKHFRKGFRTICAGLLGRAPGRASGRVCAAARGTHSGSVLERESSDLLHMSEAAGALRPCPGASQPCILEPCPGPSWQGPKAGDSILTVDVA
NPY Y2 blocker: blocks the human neuropeptide Y Y2 receptor. AID 793. P49146. inhibition, % at 2.7 µM. 0.99% of 140,000 active. NPY-Y2 expressing cells, antagonist mode; in the data active = inhibition above about 17%;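 also: 0% = vehicle with agonist challenge and 100% = reference antagonist with challenge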
Target sequence (P49146 whole entry, looked up): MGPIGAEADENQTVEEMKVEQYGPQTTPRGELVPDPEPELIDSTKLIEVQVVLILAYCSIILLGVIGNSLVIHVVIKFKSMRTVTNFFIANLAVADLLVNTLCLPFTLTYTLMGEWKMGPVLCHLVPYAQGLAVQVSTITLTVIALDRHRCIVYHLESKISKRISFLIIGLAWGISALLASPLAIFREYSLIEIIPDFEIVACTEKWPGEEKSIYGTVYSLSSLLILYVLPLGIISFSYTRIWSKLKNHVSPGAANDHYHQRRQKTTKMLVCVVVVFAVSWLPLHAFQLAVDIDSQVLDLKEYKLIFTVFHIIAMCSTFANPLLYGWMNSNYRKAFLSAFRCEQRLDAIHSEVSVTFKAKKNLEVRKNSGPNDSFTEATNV
The depositor's hits bear a star; x = not tested or not shown; & = joins results of further samples.

Results follow in this order: Phagocytosis inh, Measles CPE, MRP-1 activ, PTEN del growth, E-sel TNF inh, BB579 growth dn, HCT116 bCat-KO, Yeast lifespan up, GALR2 antag, NPY Y2 blocker
CCn1cc(/C=N\NC(=O)c2ccc(F)cc2)cn1
  -1, 29*, -1.6, 97, 15, -11, 93, 5, -2, -1
O=C(CN1C(=O)C2CC=CCC2C1=O)NCC1COc2ccccc2O1 (centres undefined)
  x, 3, -3.5, 89, -16, -2, 85, -21, -4, -3
Cc1ccc(CCNC(=O)C2CCCN(S(=O)(=O)c3c(C)nn(C)c3C)C2)cc1 (centres undefined)
  1, 2, -1.2, 87, 3, 7, 100, -6, -1, 3
CN=C1C([N+](=O)[O-])=CC=C2C1=NC1(CCCCC1)N2O
  x, 49, -2.5, 94, x, 2, 99, 7, 3, -2
Cc1nc2ccccc2c(=O)n1NC(=O)c1ccccc1Cl
  x, 12, -3.4, 91, -33, -29, 91, 1, 11, 2
Cc1c(NC(=O)C(C)Sc2n[nH]c(N)n2)c(=O)n(-c2ccccc2)n1C (centres undefined)
  1, 8, -1.0, 97, -1, 5, 90, -4, -18, 1
COC(=O)c1cc(OC)c(OC)cc1NC(=O)Cn1nnc(-c2ccccc2Cl)n1
  -2, 5, -2.7, 84, -6, 3, 78, -8, 5, 1
Cc1cc(C)nc(NC2=NCC(=O)N2c2cccc(Cl)c2)n1
  -2, 13, 0.0, 83, -24, -10, 87, -13, 10, 7
O=C(OCC#CCSc1nnc(-c2cccc3ccccc23)o1)c1cccs1
  0, 7, -4.1, 86, x, -45, 92, -9, -18, 9
NC(=O)c1cc(S(=O)(=O)NC2CCCCC2)co1
  0, 10, -0.9, 98, 28, -20, 100, 1, 5, 2
O=C(c1cccs1)N1CCN(Cc2ccccc2)CC1
  -4, 4, 0.7, 101, x, -5, 95, 4, -12, -1
O=C(CC1SCCNC1=O)Nc1cccc(Cl)c1 (centres undefined)
  -2, 7, 0.6, 121, -2, -15, 100, -12, 18, 1
Cc1c(O)cc2n(c1=O)-c1ccccc1C2(C)C
  x, 9, -0.1, 103, 16, -13, 97, x, 5, 2
COc1ccc(N(C)C(=O)c2cc3c(Cl)nc4ccccc4c3s2)cc1
  -6, 4, -1.5, 76, x, -47, 76, -3, 3, 6
CCCN1CCC(=NNC(=O)CSc2cc(C)c(Br)cc2C)CC1
  -1, 1, 0.8, 98, x, -27, 89, -3, 2, 2
Cc1ccc(-c2ccc(/C=N\NC(=O)c3cc4c(ccc5ccccc54)o3)o2)cc1[N+](=O)[O-]
  -2, 51*, -2.5, 0.6*, -39, -18, 1.2*, -8, -9, 1
CCOc1nc(-c2ccccc2)ccc1-c1noc(-c2ccncc2)n1
  1, 6, -4.3, 65, 3, -15, 74, -11, 6, 8
CCS(=O)(=O)c1nc(S(=O)(=O)c2ccc(Cl)cc2)c(N2CCc3ccccc3C2)s1
  -13, 2, -5.4, 38, x, -43, 48, 3, 5, 0
CN1CCN(C(=O)c2cn(C)c3ccc(S(=O)(=O)N(C)C4CCCCC4)cc3c2=O)CC1
  0, 7, -0.5, 91, x, -14, 94, 2, -1, 2
COc1cccc(N=Nc2c(=O)[nH]n3c(=O)c4c([nH]c23)CCC4)c1
  -1, 9, 0.8, 92, x, -10, 92, -4, -7, 5
Cc1cc(/C=C2/NC(=O)N(c3ccccc3)C2=O)c(C)n1C(C)C
  -3, 55*, 0.7, 88, x, -19, 96, 0, 9, -1
COc1ccc(CCNC(=O)CSCc2n[nH]c(=O)[nH]2)cc1OC
  0, 11, -3.1, 99, -4, -14, 87, -4, 2, -2
Cc1ccc(C)c(NS(=O)(=O)c2ccc(NC(=O)c3ccco3)cc2)c1
  x, 26, -4.8, 88, -7, -21, 85, -1, 13, 6
C=CCn1c(SCc2ccccc2)nnc1-c1cccnc1
  -1, 21, -1.3, 109, -1, -34, 94, 6, -8, 0
CC(=O)Nc1ccc(NC(=O)c2ccccc2F)cc1
  -2, 8, -0.1, 96, -13, 2, 99, -9, 4, -2
CCOC(=O)CCCNC(=O)COC(=O)c1ccc(O)cc1
  0, 14, -1.3, 99, 15, -49, 88, 3, 1, 0
O=C(Nc1ccc(F)cc1)c1sc(Cl)nc1-c1ccccc1
  -3, 4, -2.7, 95, x, -13, 103, 0, 20, 3
COc1ccc(/C=C/C(=O)NC2CCCCCCC2)cc1S(=O)(=O)N1CCOCC1
  x, 17, -4.2, 75, x, -12, 74, 0, -10, 5
Cc1ccc(-c2nnn(CC(=O)N(c3ccccc3F)C(CC(C)C)C(=O)NCC3CCCO3)n2)cc1 (centres undefined)
  x, 6, 4.3, 75, 4, -40, 82, -3, 4, 2
O=C(NCCC(c1ccccc1)c1ccccc1)c1cccs1
  -5, 14, -1.4, 65, x, 3, 73, -1, -6, 5

Individual results from the entries so far:
Under GALR2 antag, `O=C(CC1SCCNC1=O)Nc1cccc(Cl)c1` (centres undefined) has the entry 18
Under PTEN del growth, `Cc1ccc(C)c(NS(=O)(=O)c2ccc(NC(=O)c3ccco3)cc2)c1` has the entry 88

The list goes on.
Results follow in this order: Phagocytosis inh, Measles CPE, MRP-1 activ, PTEN del growth, E-sel TNF inh, BB579 growth dn, HCT116 bCat-KO, Yeast lifespan up, GALR2 antag, NPY Y2 blocker
Cc1cc(=O)[nH]c(Nc2ccc(C(=O)OC(C)C)cc2)n1
  0, 2, -2.2, 93, 12, -23, 93, -10, -1, 2
O=C(Nc1ccc2c(c1)OCO2)c1cc2nc(C3CC3)cc(C(F)(F)F)n2n1
  x, 12, -0.9, 105, -42, -42, 95, -13, -11, 0
O=C(NC1CCC(O)CC1)c1ccc(S(=O)(=O)NCc2ccco2)cc1 (centres undefined)
  x, 6, 0.0, 97, 7, -2, 103, -9, -4, 7
O=C(CCn1cnc(-c2ccccc2)c1-c1ccccc1)N/N=C/c1ccccc1O
  -3, 5, -1.9, 11, x, -16, 13, -3, -4, 1
COc1ccc(NCc2nnc(SCC(=O)c3ccc(OC)cc3)n2C)cc1
  0, 22, -2.5, 89, -7, -40, 88, -1, -6, 4
Cc1ccc(Nc2nc(N)nc(CC#N)n2)cc1
  -1, 3, 0.1, 87, 2, -31, 91, -19, -15, 1
Cc1cc(F)c(F)c(C(=O)N2CCOCC2)c1
  x, 8, 0.8, 95, -9, -14, 88, x, -12, 4
O=C(CN1C(=O)C2(OCCCO2)c2ccccc21)NCc1ccccc1
  -1, 10, -0.6, 108, -43, -55, 89, -2, 12, 1
O=C(COC(=O)C1=Cc2ccccc2OC1)NC1CCCC1
  0, 8, 0.2, 94, -11, -31, 89, -19, 5, 2
O=C1OC(Nc2ccc(Cl)cn2)c2ccccc21 (centres undefined)
  x, 12, -1.2, 96, 5, -9, 93, -5, -11, 2
Cc1sc2ncnc(N/N=C/c3ccc(O)cc3)c2c1C
  -7, 6, -4.3, 87, 6, -21, 87, -2, -6, 2
CC(C)(C)C(=O)COC(=O)c1cc2ccccc2cc1O
  0, 2, 0.1, 106, -41, -15, 92, -10, 0, 8
COc1cc(C2C(C#N)=C(N)Oc3cc(N)ccc32)cc(OC)c1OC (centres undefined)
  x, 3, -5.1, 16, -32, -38, 22, -5, -4, 1
O=C(CN(C1CCCCC1)C1CCCCC1)N1CCc2ccccc2C1
  -1, 4, -1.3, 45, -16, -14, 53, -5, -5, 10
COc1ccc(-c2cc(C(F)(F)F)nc(-n3cncn3)n2)cc1
  -1, 2, -0.5, 85, 23, -49, 77, -21, -25, 2
O=C1CC(N2CCN(c3nc4ccccc4s3)CC2)C(=O)N1c1cccc(F)c1 (centres undefined)
  3, 15, 0.4, 90, -15, 2, 93, -7, -3, 2
CCCC1C2C(=O)N(c3ccccc3OCC)C(=O)C2ON1c1ccccc1 (centres undefined)
  0, 3, -3.5, 93, 11, -34, 87, -2, -7, 4
Cc1ccc(C)c(NC(=O)CN(C)C(=O)CCN2C(=O)c3ccccc3C2=O)c1
  0, 5, -3.0, 98, -3, 3, 92, -6, 8, 4
N#Cc1c(NC(=S)NC(=O)Cc2cccs2)sc2c1CCCCC2
  1, 2, -3.8, 99, -37, -33, 84, -3, 6, 6
O=C(O)CC(C(=O)O)n1nc(-c2ccccc2)cc1-c1ccccc1 (centres undefined)
  0, 14, -1.0, 14, -43, -22, 15, -12, 17, 0
O=C(NCc1ccccn1)c1n[nH]c2ccccc12
  -1, 2, 3.1, 108, x, -15, 136, -12, 1, 2
COc1ccc(C(=O)Cn2nnc(-c3ccccc3NC(=O)C3CCCCC3)n2)cc1
  x, 32*, -1.3, 86, -80, -17, 98, -5, 4, 3
Cc1ccc(C)c(N(CC(=O)NC2CCCC2)C(=O)c2oc(C(C)(C)C)cc2C)c1
  0, 8, -0.8, 43, -8, -38, 58, -4, -3, 20*
CC(=O)NCCc1nc2ccccc2n1Cc1ccc(C)cc1
  0, 9, -1.9, 98, -10, -7, 102, -13, 4, 2
O=C(O)CC1S/C(=N/N=C/C=C/c2ccccc2)NC1=O (centres undefined)
  -6&-9, 7&1, -1.7&-0.4, 98&91, x, -38&-12, 89&81, 1&19, -20&-7, 7&2

Compounds shown so far that contain an aryl methoxy group, in the order listed:
Results follow in this order: Phagocytosis inh, Measles CPE, MRP-1 activ, PTEN del growth, E-sel TNF inh, BB579 growth dn, HCT116 bCat-KO, Yeast lifespan up, GALR2 antag, NPY Y2 blocker
COC(=O)c1cc(OC)c(OC)cc1NC(=O)Cn1nnc(-c2ccccc2Cl)n1
  -2, 5, -2.7, 84, -6, 3, 78, -8, 5, 1
COc1ccc(N(C)C(=O)c2cc3c(Cl)nc4ccccc4c3s2)cc1
  -6, 4, -1.5, 76, x, -47, 76, -3, 3, 6
COc1cccc(N=Nc2c(=O)[nH]n3c(=O)c4c([nH]c23)CCC4)c1
  -1, 9, 0.8, 92, x, -10, 92, -4, -7, 5
COc1ccc(CCNC(=O)CSCc2n[nH]c(=O)[nH]2)cc1OC
  0, 11, -3.1, 99, -4, -14, 87, -4, 2, -2
COc1ccc(/C=C/C(=O)NC2CCCCCCC2)cc1S(=O)(=O)N1CCOCC1
  x, 17, -4.2, 75, x, -12, 74, 0, -10, 5
COc1ccc(NCc2nnc(SCC(=O)c3ccc(OC)cc3)n2C)cc1
  0, 22, -2.5, 89, -7, -40, 88, -1, -6, 4
COc1cc(C2C(C#N)=C(N)Oc3cc(N)ccc32)cc(OC)c1OC (centres undefined)
  x, 3, -5.1, 16, -32, -38, 22, -5, -4, 1
COc1ccc(-c2cc(C(F)(F)F)nc(-n3cncn3)n2)cc1
  -1, 2, -0.5, 85, 23, -49, 77, -21, -25, 2
COc1ccc(C(=O)Cn2nnc(-c3ccccc3NC(=O)C3CCCCC3)n2)cc1
  x, 32*, -1.3, 86, -80, -17, 98, -5, 4, 3

Source: PubChem
